# LDHA block – qHTS assay for inhibitors of human lactate dehydrogenase; L-lactate dehydrogenase A chain (Homo sapiens), P00338; purified LDHA, NADH/diaphorase-resazurin fluorescence; active compounds read low; activity change, % (values are at about 110 or 230 µM); 480,000 compounds, 0.15% hits; in the data active = activity change below about -30%; inconclusive = mostly about -25% to -30%;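 note: plate controls were DMSO wells for no effect and wells without enzyme for full effect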
#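 Remaining NADH was detected by diaphorase (0.133 mg/mL) converting 37 µM resazurin to fluorescent resorufin, read at 0 and 20 minutes. The preceding 5-minute room-temperature reaction used 2 nM LDHA, 0.2 mM sodium pyruvate and 0.06 mM NADH at pH 7.4.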
# Vif-A3G inh – qHTS for Inhibitors of Vif-A3G Interactions: qHTS | AID 602310, 2012 | Potency, µM (doses to about 46.1 µM), inactives show top-dose activity, negative = active, hits mostly inhibitors | DNA dC->dU-editing enzyme APOBEC-3G (Homo sapiens), Q9HC16 | 410,000 compounds, 0.076% hits | HeLa A3G-eYFP + Vif (tagged APOBEC3G with the HIV-1 protein that degrades it), YFP fluorescence, overnight;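 note: potency is the fitted concentration of half-maximal effect; % is set by controls: 0 for no effect and ±100 for the full control effect; nearly all actives have a fitted effect of over 60% in size; hits raise eYFP signal because A3G escapes Vif-driven loss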
# Target sequence (Q9HC16 whole entry, looked up): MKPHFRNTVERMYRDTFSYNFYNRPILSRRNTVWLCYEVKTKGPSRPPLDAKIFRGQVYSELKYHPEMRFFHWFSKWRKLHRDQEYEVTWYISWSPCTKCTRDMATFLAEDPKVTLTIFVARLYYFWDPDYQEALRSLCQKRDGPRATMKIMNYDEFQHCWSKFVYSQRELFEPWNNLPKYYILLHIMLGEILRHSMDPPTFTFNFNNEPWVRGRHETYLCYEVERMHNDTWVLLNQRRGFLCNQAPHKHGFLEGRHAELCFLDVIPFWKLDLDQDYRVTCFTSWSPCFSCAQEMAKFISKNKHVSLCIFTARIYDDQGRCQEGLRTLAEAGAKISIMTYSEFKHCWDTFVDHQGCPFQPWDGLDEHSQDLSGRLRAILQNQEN
#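 Read-out is eYFP fluorescence (Ex 488/Em 500-530) from Vif-expressing HeLa A3G-eYFP cells; more signal means A3G escaped Vif-mediated degradation. Cells plated overnight, compound pinned in, incubated overnight at 37 deg C.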
# rTrxR1 inhibitor – qHTS Assay for Inhibitors of Mammalian Selenoprotein Thioredoxin Reductase 1 (TrxR1): qHTS; recombinant rTrxR1, NADPH fluorescence consumption, selenite substrate; Potency, µM (series often up to 114 µM), without a hit: at the top dose activity change, negative = inhibition, most hits filed as inhibitors; 390,000 compounds, 1% hits; note: potency is the fitted concentration of half-maximal effect; % is set by controls: 0 for no effect and ±100 for the full control effect; nearly all actives have a fitted effect of over 65% in size
# Target sequence (O89049 whole entry, looked up): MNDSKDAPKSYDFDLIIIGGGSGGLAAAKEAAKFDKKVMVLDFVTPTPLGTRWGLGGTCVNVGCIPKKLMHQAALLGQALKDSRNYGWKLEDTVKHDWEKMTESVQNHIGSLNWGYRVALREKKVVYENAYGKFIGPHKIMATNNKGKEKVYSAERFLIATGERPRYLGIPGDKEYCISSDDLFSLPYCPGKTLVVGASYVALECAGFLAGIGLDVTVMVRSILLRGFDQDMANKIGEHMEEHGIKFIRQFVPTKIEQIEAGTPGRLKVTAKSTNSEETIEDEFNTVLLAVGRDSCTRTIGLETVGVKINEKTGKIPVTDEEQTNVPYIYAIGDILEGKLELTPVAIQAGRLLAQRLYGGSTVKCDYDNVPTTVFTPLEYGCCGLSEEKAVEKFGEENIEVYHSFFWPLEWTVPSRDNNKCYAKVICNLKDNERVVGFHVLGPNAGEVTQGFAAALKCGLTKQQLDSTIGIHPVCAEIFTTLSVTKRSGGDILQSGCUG
#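 Rat TrxR1 (90 nM in the dispensed reagent) was pre-reduced with 400 uM NADPH for 5 min at room temperature, then incubated with compound for 15 min. After 400 uM selenite was added, NADPH fluorescence (Ex 340/Em 450 nm) was followed for 8 min.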
# USP1-UAF1 inh – Inhibitors of USP1/UAF1: Primary Screen; AID 743255, 2014; recombinant USP1/UAF1, Ub-Rhodamine cleavage fluorescence; 390,000 compounds, 0.23% hits; Potency, µM (titrated, usually from 57.1 µM), inactives show top-dose activity change, negative = inhibition, most hits filed as inhibitors; Ubiquitin carboxyl-terminal hydrolase 1 (Homo sapiens), O94782; note: potency is the fitted concentration of half-maximal effect; % is set by controls: 0 for no effect and ±100 for the full control effect; nearly all actives have a fitted effect of over 60% in size; inactives centre near -12
#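 Step one: compound is pinned into 1nM USP1/UAF1 in HEPES pH 7.8 buffer with TCEP. Step two: 15 min room-temperature incubation. Step three: Ub-Rho (150nM final) starts cleavage, tracked by fluorescence over six one-minute reads.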
# mIDH1 inhibitor – qHTS for Inhibitors of mutant isocitrate dehydrogenase 1 (IDH1): qHTS; IDH1-R132H enzyme, NADPH consumption, diaphorase/resazurin fluorescence; Potency, µM (top dose mostly 76.6 µM), for inactives: at the highest dose activity change, negative = inhibition, actives largely listed as inhibitors; 390,000 compounds, 0.093% hits; AID 602179, 2012; note: potency is the fitted concentration of half-maximal effect; % is set by controls: 0 for no effect and ±100 for the full control effect; nearly all actives have a fitted effect of over 65% in size
#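 IDH1-R132H (0.5 ug/mL dispensed) in pH 7.5 Tris buffer was preincubated 30 min with compound, then given a substrate mix of 0.016 mM NADPH and 2 mM alpha-KG for 80 min at room temperature; remaining NADPH was read by diaphorase/resazurin fluorescence.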
# Vif-APOBEC3F blk – qHTS for Inhibitors of Vif-A3F Interactions: qHTS | HeLa A3F-eYFP + Vif (tagged APOBEC3F with the HIV-1 protein that degrades it), YFP fluorescence increase | Potency, µM (series often up to 46.1 µM), without a hit: top-dose activity, negative = active | 390,000 compounds, 0.2% hits; note: potency is the fitted concentration of half-maximal effect; % of control where 0% means no effect; nearly all actives have a fitted effect of over 65% in size
#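 HeLa cells stably expressing Vif plus C-terminally eYFP-tagged A3F were seeded, incubated overnight at 37 deg C, dosed with compound, incubated overnight again at 37 deg C. Yellow fluorescence (Ex 488/Em 500-530) reported blocked Vif-mediated A3F-eYFP degradation.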
# RGS4 inhibitor – Inhibitors of Regulator of G Protein Signaling (RGS) 4: qHTS; Transcreener GDP fluorescence polarization, RGS4-accelerated GTP hydrolysis; Potency, µM (titrated, usually from 114 µM), inactives show top-dose activity change, negative = inhibition, hits mostly inhibitors; Regulator of G-protein signaling 4 (Homo sapiens), P49798; AID 504845, 2011; 390,000 compounds, 0.039% hits; note: potency is the fitted concentration of half-maximal effect; % is set by controls: 0 for no effect and ±100 for the full control effect; nearly all actives have a fitted effect of over 75% in size; some results filed as inactive show a strong effect at the top dose
# Target sequence (P49798 whole entry, looked up): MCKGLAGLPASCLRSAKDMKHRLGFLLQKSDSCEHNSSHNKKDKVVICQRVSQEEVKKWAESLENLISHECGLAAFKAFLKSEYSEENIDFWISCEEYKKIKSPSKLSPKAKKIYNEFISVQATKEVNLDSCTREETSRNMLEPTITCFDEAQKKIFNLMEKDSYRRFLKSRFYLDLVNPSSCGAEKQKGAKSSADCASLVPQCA
#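 MLSMR compounds (23 nl, pin-transferred) preincubated 10 min at room temperature with a 500nM (2x) first reagent, then RGS4 at 900nM (2x) plus Transcreener GDP mix added; fluorescence polarization (620/688 nm) read before and after 90 min at 30 °C.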
# TrxR1 substrate – qHTS Assay for Substrates of Mammalian Selenoprotein Thioredoxin Reductase 1 (TrxR1): qHTS | Thioredoxin reductase 1, cytoplasmic (Rattus norvegicus), O89049 | purified TrxR1 substrate turnover, NADPH consumption readout | Potency, µM (highest dose often 114 µM), inactives show at the highest dose activity change, negative = substrate turnover | 390,000 compounds, 0.01% hits; note: potency is the fitted concentration of half-maximal effect; % is set by controls: 0 for no effect and ±100 for the full control effect; nearly all actives have a fitted effect of over 50% in size
#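 Rat TrxR1, dispensed at 90 nM, was prereduced with 400 uM NADPH (final) for 5 min at ~22 deg C, then incubated with compound 15 min before 400 uM selenite. A first-read NADPH fluorescence drop versus no-compound background flagged substrates.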
# Glioma ERSR ind – qHTS for Inducers of the Endoplasmic Reticulum Stress Response (ERSR) in Human Glioma: qHTS. Potency, µM, for the others: at the top dose activation, most hits filed as activators. 420,000 compounds, 0.02% hits. AID 602332, 2012. U87-MG GRP78 promoter luciferase reporter, 16 h; note: potency is the fitted concentration of half-maximal effect; series mostly up to about 76 µM; % of control where 0% means no effect; nearly all actives have a fitted effect of over 35% in size
#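 Stably transfected U87-MG human glioma cells carrying a GRP78-based luminescent sensor were seeded at 1000 cells/well, pin-dosed with compounds and incubated 16 h. Luciferase reagent was then added, and end-point luminescence was read after 10 min at room temperature.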
# An asterisk follows results filed as active; ? = inconclusive; . = no result given; & = joins results of further samples; [ ] = dose if it differs, or a comment. Unless noted, calls come from the whole dose curve; as a rule, active = well fitted curve in the direction sought with a large enough effect; inconclusive = small, poorly fitted or top-dose-only effect, or another doubt; inactive = no such curve, though single readings can be large; an effect the other way counts as inactive or inconclusive.
SMILES,LDHA block,Vif-A3G inh,rTrxR1 inhibitor,USP1-UAF1 inh,mIDH1 inhibitor,Vif-APOBEC3F blk,RGS4 inhibitor,TrxR1 substrate,Glioma ERSR ind
O=C(C1CCN(S(=O)(=O)c2ccccc2)CC1)N1CCc2ccccc21,-9,6%,-6%,-11%,-3%,-11%,10%,-5%,-4%
O=S(=O)(NCc1ccccc1)c1ccc(S(=O)(=O)N(Cc2ccccn2)Cc2ccco2)cc1,-3,-2%,9%,-21%,18%,-4%,21%,12%,-1%
CCOc1ccc(C(=O)C(CN2CCOCC2)c2ccccc2)cc1 (stereo unspecified),-2,-23%,9%,?,5%,-12%,-17%,2%,-10%
C[C@H](CO)N1C[C@H](C)[C@@H](CN(C)Cc2ccc(-c3ccccc3)cc2)Oc2c(NS(=O)(=O)c3cn(C)cn3)cccc2C1=O,-2,-3%,-3%[57.1 µM],-12%,-2%,-2%,10%,4%[57.1 µM],-2%
O=C(CSCc1ccccc1)N1CCN(C(=O)c2ccco2)CC1,0,-1%,-14%,-3%,-1%,-5%,-19%,5%,2%
CCOC(=O)c1ccc(NC(=O)C(C)N2C(=O)c3ccccc3C2=O)cc1 (stereo unspecified),-8,1%,16%,-12%,1%,-6%,-18%,6%,-1%
COc1ccccc1C(=O)Nc1c(C(=O)NC(C)(C)C)oc2ccccc12,-3,.,19%,-9%,.,.,-12%,3%,.
CC(C)N1CCN(Cc2ccsc2)CC1CCO (stereo unspecified),-5,-1%,4%,-8%,2%,-1%,6%,-8%,-1%
C=CCn1c(COc2cccc3ccc(C)nc23)nnc1SCC(=O)OC,-12,-2%,3%,-4%,3%,.,-23%,19%,-1%
COc1ccccc1CN(CC(=O)NCC1CCCO1)C(=O)CNS(=O)(=O)c1ccc(C)cc1 (stereo unspecified),2,0%,6%[57.1 µM],-17%,2%,0%,-4%[11.4 µM],5%[57.1 µM],-2%
Cc1cc(C)n2cc(CSc3nc4cc(Cl)ccc4o3)nc2n1,0,0%,-11%,0%,1%,-8%,-9%,9%,-1%
Cc1onc(-c2c(Cl)cccc2Cl)c1-c1nc2cc(Cl)ccc2c(=O)o1,-1,3%,13%,-8%,4%,8%,6%,4%,-6%
O=C(CSCc1nc2ccccc2[nH]1)N1CCN(c2ccc(F)cc2)CC1,11,0%,-18%,-13%,6%,1%,-47%,2%,-2%
CCNC(=O)N1CCC(n2nccc2NC(=O)CCOc2ccccc2)CC1,-7,4%,11%,-24%,-7%,0%,5%,2%,-3%
CCCc1cc(=O)oc2cc(C)cc(OCC(=O)NCCCn3ccnc3)c12,-9&-6,-3%,17%,-17%,4%,13%,-12%,87%[activator],2%
Cn1c(COc2ccccc2)nnc1SCC(=O)NNC(=O)C1CCCCC1,-3,-2%,24%[57.1 µM],-18%,0%,-2%,1%,-15%[57.1 µM],-4%
O=C(c1cccc(F)c1)N1CCN(c2cccc(C(F)(F)F)c2)CC1,6,-17%,-28%[57.1 µM],-6%,-2%,-7%,11%,-6%[57.1 µM],-4%
CCOc1ccccc1NC(=S)N1C2CCC1CC(NC(=O)NC13CC4CC(CC(C4)C1)C3)C2 (stereo unspecified),-9,1%,7%[57.1 µM],-10%,-1%,-16%,2%,-1%[57.1 µM],-3%
CNc1nc(Oc2ccc(=O)n(C)n2)nc(N2CCOCC2)n1,-4&-7,-7%&0%,11%&4%,4%&-26%,-3%&4%,1%&1%,-9%&-9%,4%&-2%,-2%&0%
COc1ccc(N2CCN(C(=O)[C@@H](NC(=O)c3cc(OC)cc(OC)c3)C(C)C)CC2)cc1,4,2%,3%,-6%,-1%,-5%,0%,0%,-4%
CCN(CC)c1ccc(NC(=O)CN2C(=O)c3cccnc3Oc3ccc(Cl)cc32)c(C)c1,7,4%,7%,-7%,9%,-28%,-14%,-2%,-3%
CC(=O)c1ccc(NC(=O)COC(=O)c2c[nH]c3ccccc23)cc1,-6,2%,22%,-19%,-10%,-1%,-6%,3%,-1%
COc1cc(C2c3c(-c4ccccc4)n[nH]c3C(=O)N2c2ccccc2)ccc1O (stereo unspecified),-4,-9%,?,-2%,-15%,-3%,19%,-3%,-4%
COc1ccccc1/C=C1\SC(=S)N(CCC(=O)N2CCN(C)CC2)C1=O,0,0%,21%[57.1 µM],-18%,18%,?,-19%,11%[57.1 µM],-10%
COc1cccc(C(=O)NCCc2csc(-c3cccc(F)c3)n2)c1OC,-2,3%,21%[57.1 µM],?,29%,5%,2%,-1%[57.1 µM],-3%
Cc1ccc(Sc2cnn(-c3ccccc3)c(=O)c2Cl)cc1,-2,?,4%,-23%,7%,-17%,0%,3%,-3%
COc1ccc(CCN2C(=O)CC(NNC(=O)c3ccccc3Br)C2=O)cc1 (stereo unspecified),-5,-4%,-6%,-14%,-1%,1%,-15%,-6%,0%
CC(=O)c1ccc(Sc2nnnn2-c2ccccc2)c([N+](=O)[O-])c1,-1,-20%,7.9µM*,-14%,-6%,-8%,5%,4%,-14%
Cc1ccc(S(=O)(=O)N(C)c2ccc(OC(=O)c3cc(=O)[nH]c4ccccc34)cc2)cc1,-3,2%,36%[activator],-21%,9%,5%,4%,11%,-2%
Cc1ccc2nc(-c3ccc(SCC(=O)Nc4ccc5c(c4)OCCO5)nc3)[nH]c2c1,-3,-10%,-19%,-25%,12%,3%,-19%,15%,0%
CCCCCC(=O)O/N=C(\C)c1ccn(S(=O)(=O)c2ccccc2)c1,1,3%,20%[57.1 µM],-11%,6%,-1%,-41%,6%[57.1 µM],-6%
O=C(COc1cccc(-n2cnnn2)c1)NCCC1=CCCCC1,1,3%,-1%,-11%,3%,-2%,-38%,-6%,-2%
CC(C)[C@H](NC(=O)c1ccccc1F)C(=O)Nc1cccc(S(=O)(=O)N2CCOCC2)c1,-2,1%,.,-13%,12%,-2%,.,.,-1%
CCC(=O)N1CCc2cc(Br)cc(S(=O)(=O)N3CCCC(C(=O)Nc4ccc(C)c(F)c4)C3)c21 (stereo unspecified),-5,4%,4%,-12%,20%,1%,19%,-3%,-3%
CCCCn1c(=O)c(CCC(=O)OCC(=O)NC(=O)NCCC(C)C)nc2ccccc21,-3,-3%,7%,-8%,-4%,0%,5%,4%,-1%
COc1cc(-c2nc(C)c(C(C)=O)n2O)ccc1OCC(=O)Nc1ccc(Cl)cc1,5,-1%,18%[57.1 µM],-11%,9%,0%,-22%,10%[57.1 µM],-5%
Cc1ccc(N/N=C2\CCS(=O)(=O)c3sccc32)cc1,0,-11%,6%[11.4 µM],-24%,1%,1%,?,2%[11.4 µM],8%
CCCCn1nc2cc(C(=O)NCc3cc(C(F)(F)F)cc(C(F)(F)F)c3)ccc2c1OCC,-3,-4%,32%,0%,8%,-1%,7%,35%[activator],0%
O=C(NCc1cccs1)c1ccc(CSc2nc3cccnc3n2Cc2ccccc2F)cc1,?,0%,2%,-11%,-2%,4%,-13%,7%,-2%
CCN(CC)CCC(c1ccc(OC)cc1)c1c(OC)cc(OC)c2c(C)cc(=O)oc12 (stereo unspecified),.,3%,-8%,.,.,.,29%,2%,-4%
CC(C)(C)n1nnnc1C(c1ccc(Cl)cc1)N1CCSCC1 (stereo unspecified),-7,-10%,13%,-5%,10%,3%,12%,14%,-1%
O=S1(=O)CCC(NC(=S)Nc2ccc(Cl)cc2)C1 (stereo unspecified),-1,1%,?,-13%,6%,2%,-21%,-9%,-1%
Cc1cc(C)cc(NC(=S)NC2CC3CCCC(C2)N3CC(C)C)c1 (stereo unspecified),2,2%,-2%,-14%,-4%,-4%,10%,8%,-3%
Cn1c(SCC(=O)NCc2cccs2)nnc1-c1ccc(O)cc1,-4,-3%,8%[57.1 µM],-13%,4%,3%,?,6%[57.1 µM],-2%

# An excerpt from above in order of length of the SMILES, descending:
SMILES,LDHA block,Vif-A3G inh,rTrxR1 inhibitor,USP1-UAF1 inh,mIDH1 inhibitor,Vif-APOBEC3F blk,RGS4 inhibitor,TrxR1 substrate,Glioma ERSR ind
CCN(CC)CCC(c1ccc(OC)cc1)c1c(OC)cc(OC)c2c(C)cc(=O)oc12 (stereo unspecified),.,3%,-8%,.,.,.,29%,2%,-4%
O=C(NCc1cccs1)c1ccc(CSc2nc3cccnc3n2Cc2ccccc2F)cc1,?,0%,2%,-11%,-2%,4%,-13%,7%,-2%
O=S1(=O)CCC(NC(=S)Nc2ccc(Cl)cc2)C1 (stereo unspecified),-1,1%,?,-13%,6%,2%,-21%,-9%,-1%

# A portion of the library (hit frequency here may not be typical).
